Assay outcomes as filed in PubChem BioAssay.
HKDC1 inhibitor – HKDC1 (human) hexokinase inhibition; Q2TB90; recombinant HKDC1, G6PDH/diaphorase resazurin coupled fluorescence; inhibition, % at 20 µM; actives 0.16% (n = 340,000); AID 493160;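 active = inhibition above about 35% when tested at 20 µM, limit read from the data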;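 also: plate controls were DMSO wells with enzyme for no effect and DMSO wells lacking enzyme for full effect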
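Assay system: recombinant HKDC1 hexokinase; detection: coupled resazurin fluorescence, excitation 525 nm, emission 613 nm; benchmarks: DMSO-plus-enzyme-mix negative control, buffer-substituted positive control; compound dosing: single 20 µM dose; schedule: 90 min at room temperature in dark; also added: glucose plus 1 mM ATP as hexokinase substrates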
Gli-Sufu antag – antagonists of Gli-Sufu signaling | Sufu-KO-LIGHT fibroblasts, Gli luciferase reporter luminescence | inhibition, % at 5 µM | actives 0.74% (n = 340,000) | AID 588413;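 active = inhibition above about 55%, limit read from the data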;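 also: 0% = DMSO-treated cells and 100% = wells with medium but no cells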
Apaf1 inhib – blocks human Apaf-1 apoptosome activity; reconstituted apoptosome caspase-3 activity, DEVD-Rh110 fluorescence; inhibition, % at 20 µM; actives 0.71% (n = 330,000); active = inhibition of at least 40% at 20 µM;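 also: plate controls were DMSO wells for no effect and DEVD-CHO caspase inhibitor wells for full effect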
Target sequence (O14727 whole entry, looked up): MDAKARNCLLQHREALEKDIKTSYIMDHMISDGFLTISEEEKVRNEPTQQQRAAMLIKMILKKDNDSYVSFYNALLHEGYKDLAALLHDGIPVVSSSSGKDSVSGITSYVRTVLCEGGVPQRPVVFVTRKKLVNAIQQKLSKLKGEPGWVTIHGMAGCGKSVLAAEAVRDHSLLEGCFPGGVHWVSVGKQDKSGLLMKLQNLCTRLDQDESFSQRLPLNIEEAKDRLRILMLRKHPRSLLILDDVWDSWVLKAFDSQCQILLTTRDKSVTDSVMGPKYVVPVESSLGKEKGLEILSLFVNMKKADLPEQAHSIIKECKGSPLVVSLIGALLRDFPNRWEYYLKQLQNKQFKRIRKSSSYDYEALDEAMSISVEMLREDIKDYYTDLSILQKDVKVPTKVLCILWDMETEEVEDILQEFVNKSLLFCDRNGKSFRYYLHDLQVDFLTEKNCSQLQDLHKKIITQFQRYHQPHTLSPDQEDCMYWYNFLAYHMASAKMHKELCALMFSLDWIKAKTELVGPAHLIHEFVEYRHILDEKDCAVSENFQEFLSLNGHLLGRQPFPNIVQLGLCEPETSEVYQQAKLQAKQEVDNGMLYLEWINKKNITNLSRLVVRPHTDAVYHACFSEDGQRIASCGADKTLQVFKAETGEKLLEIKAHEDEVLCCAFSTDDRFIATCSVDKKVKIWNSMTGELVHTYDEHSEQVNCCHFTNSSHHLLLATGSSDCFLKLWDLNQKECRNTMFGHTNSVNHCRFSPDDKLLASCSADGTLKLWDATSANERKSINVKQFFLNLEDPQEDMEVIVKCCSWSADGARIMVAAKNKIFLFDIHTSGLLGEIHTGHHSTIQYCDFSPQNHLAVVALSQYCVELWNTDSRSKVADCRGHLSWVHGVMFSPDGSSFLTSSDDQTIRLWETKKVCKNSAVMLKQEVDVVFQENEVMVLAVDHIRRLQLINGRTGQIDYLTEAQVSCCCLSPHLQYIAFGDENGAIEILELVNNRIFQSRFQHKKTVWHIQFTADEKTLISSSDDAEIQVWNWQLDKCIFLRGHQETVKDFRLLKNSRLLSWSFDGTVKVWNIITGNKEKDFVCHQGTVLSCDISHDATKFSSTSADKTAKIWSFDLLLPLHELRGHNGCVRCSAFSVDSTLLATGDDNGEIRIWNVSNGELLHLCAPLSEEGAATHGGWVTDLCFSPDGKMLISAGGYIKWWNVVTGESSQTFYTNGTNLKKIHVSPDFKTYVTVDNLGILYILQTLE
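System: reconstituted apoptosome with Apaf-1, cytochrome c, caspase-9, procaspase-3, dATP; Signal: Rh110 fluorescence intensity; Schedule: 30 min compound preincubation, 50 min activation, room temperature; Reagent: cytochrome c trigger plus (Z-DEVD)2-Rh110 caspase-3 substrate.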
UBC13 polyUb – human UBC13 polyubiquitination inhibition; P61088; actives 0.47% (n = 330,000); UBC13 polyubiquitin chain formation, TR-FRET; inhibition, % at 20 µM; in the data active = inhibition above about 45%, passing the limit was not always enough
SENP7 block – inhibitors of human SENP7 protease | inhibition, % at 5 µM | recombinant SENP7, Z-RLRGG-aminoluciferin luminescence, 40 min | actives 1.5% (n = 330,000) | AID 434973;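 active = inhibition above about 50% at the single test dose, limit read from the data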;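 also: plate controls were DMSO with enzyme for no effect and no enzyme buffer wells for full effect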
Jurkat NFkB inh – lowers PMA/ionomycin-induced NF-kB signal in Jurkat cells | PMA/ionomycin-induced NF-kB luciferase reporter, luminescence | actives 0.53% (n = 330,000) | inhibition, % at 4 µM
SENP8 block – SENP8 protease inhibition; purified SENP8, Z-RLRGG-aminoluciferin cleavage, luminescence; inhibition, % at 10 µM; actives 1.2% (n = 330,000)
697 NFkB inh – lowers PMA/ionomycin-induced NF-kB signal in 697 B cells | inhibition, % at 4 µM | actives 0.33% (n = 330,000) | 697 B-cell NF-kB luciferase reporter, 16 h; in the data active = inhibition above about 35%
The depositor's hits bear a star; / = no result given. Rule as the data show it, unless noted: active = inhibition above about 50%; inactive = the rest. Outcome played no part in choosing rows; 3.6% or so of the library scored in one or more.

SMILES | HKDC1 inhibitor | Gli-Sufu antag | Apaf1 inhib | UBC13 polyUb | SENP7 block | Jurkat NFkB inh | SENP8 block | 697 NFkB inh
CCCCc1cc(=O)oc2c(C)c(OCC(=O)NCC3CCC(C(=O)O)CC3)ccc12 (configuration not stated) | 0 | -4 | 7 | 1 | 5 | -13 | -8 | 20
COC(=O)c1ccccc1Oc1ccc(NC(=O)CCCl)cc1 | -2 | -2 | -7 | -10 | -1 | -10 | -4 | 4
Cc1cc(C2=NNC(=NC3CC3)SC2)c(C)n1-c1c(C)n(C)n(-c2ccccc2)c1=O | -8 | 12 | -2 | -11 | -8 | -17 | -9 | -23
Cc1cc(C)cc(SCc2noc(C(=O)NCCC(C)C)c2C(=O)NCCC(C)C)c1 | 1 | 8 | 21 | -12 | 17 | 1 | -18 | 19
COc1ccc(N(CC(=O)N/N=C(\C)c2cccs2)S(=O)(=O)c2ccccc2)cc1Cl | / | / | -9 | -9 | -1 | -1 | -5 | 10
O=C1[C@@H](Oc2ccccc2)[C@@H](c2ccncc2)N1c1ccccc1 | 2 | -3 | 10 | / | -1 | / | / | 5
CCC(C)NC(=O)CCC(=O)Nc1ccc2nc(N3CCOCC3)cc(C)c2c1 (configuration not stated) | 3 | -12 | 3 | 0 | -3 | 0 | 4 | -23
CCc1ccccc1NC(=O)C1CCN(C(=O)c2cccs2)CC1 | -2 | 28 | -1 | 6 | -3 | 13 | 4 | 9
Cc1ccc(CCNC(=O)c2cc(C)nn2-c2ccccc2)cc1 | -8 | -3 | -5 | 2 | 1 | -2 | -3 | 8
CN(C)c1nc(Oc2ccc(=O)n(-c3ccccc3)n2)nc(N2CCOCC2)n1 | 3 | -24 | 3 | -9 | 5 | 11 | -2 | 1
CCN(C[C@H]1N[C@@](CC)(C(=O)OC)[C@H]2C(=O)N(C)C(=O)[C@@H]12)C(=O)COC | -4 | 1 | -12 | -6 | 1 | 8 | -4 | 14
O=[N+]([O-])c1c(Nc2ccccn2)cc(Cl)c2nonc12 | 17 | 4 | 91* | -146 | 95* | 10 | 43 | 14
Cc1cccc(C2c3[nH]c4ccccc4c3CCN2Cc2cnn(-c3ccc(F)cc3)c2)n1 (configuration not stated) | 17 | 21 | 8 | 0 | -1 | -6 | 0 | 3
COc1ccc(C2=NN(C(=O)c3cccs3)C(O)(C(F)(F)F)C2)cc1 (configuration not stated) | 0 | 3 | 8 | 27 | 4 | -1 | -1 | 12
CCOC(=O)c1cc2sccc2n1CC(=O)Nc1ccc2c(c1)OCCO2 | 1 | 0 | 13 | -2 | -6 | -1 | -6 | -3
Cc1cccc2c1nc(-c1ccccc1)n1nnnc21 | -5 | -5 | -2 | 3 | -4 | -7 | 4 | 9
CCOc1cc(NC(=S)NCC2CCCO2)c(OCC)cc1NC(=O)c1ccccc1 (configuration not stated) | 5 | 11 | 11 | 4 | 5 | 0 | -2 | -2
C=CCc1cccc(/C=N/c2ncccc2O)c1O | 4 | 4 | -17 | -2 | 18 | 9 | 10 | 19
CN(Cc1nc2ccccc2c(=O)[nH]1)C(=O)c1ccc(S(=O)(=O)N(C)C)cc1 | -13 | 30 | -4 | 8 | 10 | -4 | 0 | 14
COc1ccccc1N1CCN(/N=C/c2cc(OC)c(OC(C)=O)c(OC)c2)CC1 | 5 | 1 | 5 | 4 | -5 | 11 | -1 | 25
O=C(NNc1nc2c(F)cc(F)cc2s1)c1ccccc1 | -13 | 0 | -7 | 5 | 5 | 5 | -2 | 24
CN(CC(=O)Nc1ccc(F)cc1)C(=O)Cn1c(=O)oc2ccccc21 | 6 | 2 | 0 | 1 | 5 | -11 | -4 | 15
N#Cc1ccccc1OCC(=O)NNC(=O)CCNC(=O)c1ccccc1 | -3 | 0 | -4 | 9 | 10 | 12 | -6 | 15
O=C(Nc1ccc2nc(C3CC3)n(Cc3ccc(F)cc3)c(=O)c2c1)c1ccco1 | 12 | -17 | 8 | 6 | -5 | -17 | -3 | -11
O=C(CSc1nc2c(cnn2-c2ccc(F)cc2)c(=O)[nH]1)N1CCCc2ccccc21 | 5 | 3 | 28 | -4 | 14 | -12 | 7 | 3

(listing goes on)
SMILES | HKDC1 inhibitor | Gli-Sufu antag | Apaf1 inhib | UBC13 polyUb | SENP7 block | Jurkat NFkB inh | SENP8 block | 697 NFkB inh
Cc1cc(C(=O)N2CCC(C(=O)O)CC2)c(C)o1 | -5 | 1 | -2 | -8 | -16 | -3 | -8 | -11
O=[N+]([O-])c1ccc(S(=O)(=O)Nc2ncccn2)cc1 | -1 | -13 | 2 | 1 | -8 | -9 | -12 | 17
Cc1ccc2[nH]c(=O)c(CN(Cc3nnnn3C3CCCC3)C3CCCCC3)cc2c1 | 17 | -2 | 9 | -4 | 0 | -1 | -10 | 7
CC1CN(C(=O)CCC(=O)NCc2cccnc2)c2ccccc2O1 (configuration not stated) | 1 | 27 | -4 | 2 | 2 | 2 | 4 | -15
Cc1ccc2c(c1)CCCN2C(=O)c1ccncc1 | -7 | -24 | -8 | 6 | 3 | 0 | -5 | 10
Cc1ccc(NC(=O)c2ccccc2N2C(=O)C3C4C=CC(C5CC45)C3C2=O)cc1C (configuration not stated) | 0 | 11 | 23 | -3 | -2 | 11 | -3 | 8
COc1cc(NC(=O)c2cccs2)cc(OC)c1 | -8 | 3 | 10 | 3 | 11 | -12 | -7 | 6
O=C(Nc1ccc(Cl)c(Cl)c1)Nc1nc(-c2ccccc2)cs1 | -18 | 6 | -366 | -16 | 0 | 2 | 0 | -23
CC(=O)N1CCN(c2ccccc2NC(=O)Cc2ccc(Cl)cc2)CC1 | -3 | -14 | -2 | 3 | 9 | -1 | 3 | 15
Cc1ccc2[nH]cc(C(=O)CCl)c2c1 | 19 | -7 | 12 | -4 | 5 | 24 | -8 | -23
CCNC(=O)c1ccc2c(c1)C1C3CCC(C3)C1C(c1ccccc1)N2 (configuration not stated) | 8 | 8 | 8 | -9 | -6 | 9 | -12 | -12
CC(C)(C)C(=O)CSc1ncccn1 | 5 | -12 | -10 | -2 | 4 | -10 | 4 | -24
c1ccc(CCNc2nc(-c3ccncc3)cs2)cc1 | 2 | -20 | 4 | 5 | 9 | -6 | -5 | -53
O=C(CSc1ccccc1)Nc1ccccc1C(=O)N1CCCC1 | -9 | -7 | -2 | 0 | -17 | -13 | -5 | 8
CCCCN(C(=O)CCSc1ccc(F)cc1)c1c(N)n(Cc2ccccc2)c(=O)[nH]c1=O | 9 | -7 | 7 | 2 | 0 | 2 | 3 | 21
O=C(CSc1nnnn1Cc1ccccc1)Nc1ccccc1 | 2 | 4 | -15 | -11 | -5 | 10 | -8 | 16
Cc1noc(/C=C/N(C)C)c1S(=O)(=O)N(C)CC(=O)NC1CCCCC1 | -6 | -30 | 8 | -17 | -9 | -1 | -10 | -3
CCn1cc(Cl)c(C(=O)Nc2nccs2)n1 | -6 | -23 | 0 | -1 | 0 | -26 | 6 | 2
Cc1cc(C)n(CC(O)COc2ccc(C(C)C)c(C)c2)n1 (configuration not stated) | -5 | 25 | 17 | -3 | 9 | -10 | 7 | -65
O=C(N/N=C/c1cccnc1)c1ccccc1[N+](=O)[O-] | 1 | 1 | -6 | 0 | -1 | -10 | 0 | 7
CCCN1CNC(=S)N(c2cccc(C)c2C)C1 | -2 | 3 | -7 | -8 | -5 | 7 | -6 | 10
CCN(C1CCCCC1)S(=O)(=O)c1ccc(OC)c(C)c1 | -2 | 4 | 20 | -4 | 1 | -3 | -4 | 15
COc1cccc(OCC(O)CN2CCC(CN3C(=O)c4cccc5cccc(c45)C3=O)CC2)c1 (configuration not stated) | -15 | 8 | 11 | 26 | -3 | -17 | -7 | -66
O=P(c1ccccc1)(c1ccccc1)C(c1ccco1)N1CCOCC1 (configuration not stated) | -5 | -5 | -5 | 5 | 2 | 2 | -4 | 8
COc1cccc(C(=O)Nc2cccc(-c3ccc4nncn4n3)c2)c1OC | -1 | -8 | -10 | -10 | 6 | 0 | 4 | -4

Nothing new here: entries from further up.
SMILES | HKDC1 inhibitor | Gli-Sufu antag | Apaf1 inhib | UBC13 polyUb | SENP7 block | Jurkat NFkB inh | SENP8 block | 697 NFkB inh
Cc1cc(C(=O)N2CCC(C(=O)O)CC2)c(C)o1 | -5 | 1 | -2 | -8 | -16 | -3 | -8 | -11
O=[N+]([O-])c1ccc(S(=O)(=O)Nc2ncccn2)cc1 | -1 | -13 | 2 | 1 | -8 | -9 | -12 | 17
Cc1ccc2[nH]c(=O)c(CN(Cc3nnnn3C3CCCC3)C3CCCCC3)cc2c1 | 17 | -2 | 9 | -4 | 0 | -1 | -10 | 7
CC1CN(C(=O)CCC(=O)NCc2cccnc2)c2ccccc2O1 (configuration not stated) | 1 | 27 | -4 | 2 | 2 | 2 | 4 | -15
Cc1ccc2c(c1)CCCN2C(=O)c1ccncc1 | -7 | -24 | -8 | 6 | 3 | 0 | -5 | 10
Cc1ccc(NC(=O)c2ccccc2N2C(=O)C3C4C=CC(C5CC45)C3C2=O)cc1C (configuration not stated) | 0 | 11 | 23 | -3 | -2 | 11 | -3 | 8
COc1cc(NC(=O)c2cccs2)cc(OC)c1 | -8 | 3 | 10 | 3 | 11 | -12 | -7 | 6

More records
SMILES | HKDC1 inhibitor | Gli-Sufu antag | Apaf1 inhib | UBC13 polyUb | SENP7 block | Jurkat NFkB inh | SENP8 block | 697 NFkB inh
O=C(NC1CCCC1)NS(=O)(=O)c1ccccc1Cl | -6 | 31 | 10 | -4 | 6 | -4 | -5 | -19
N#CCCn1c(-c2nonc2NC(=O)c2ccccc2Cl)nc2ccccc21 | 0 | 17 | -2 | 20 | 0 | 2 | 0 | 4
O=C(Cc1noc2ccccc12)Nc1ccc(Cl)cc1 | -7 | 17 | 1 | 4 | -2 | -25 | -4 | -32
O=C(Nc1cccc(N2C(=O)C=CC2=O)c1)c1cccs1 | / | / | 12 | 0 | -3 | -23 | 2 | -52
CCC(C)(C)NC(=O)C(c1cccs1)N(CC1CCCO1)C(=O)Cn1nnc2ccccc21 (configuration not stated) | -2 | 7 | 5 | -7 | -2 | -10 | -4 | -1
O=C(CCN1C(=O)/C(=C\c2ccccc2)SC1=S)NCCCN1CCOCC1 | -4 | -5 | 3 | -11 | -12 | 0 | -12 | -19
Cc1cccc(-n2cc(CN3CCN(c4ccccn4)CC3)c(-c3cccc(F)c3)n2)c1 | -2 | 23 | -4 | 5 | 0 | -6 | 2 | -11
COc1ccc(C(C)=O)cc1CSc1nnc(-c2ccccc2O)n1-c1ccccc1 | -15 | 10 | 9 | 9 | 9 | 4 | 3 | 4
CCN(CC)S(=O)(=O)c1ccc(N=Cc2c(C)c(C#N)c(=O)n(C)c2O)cc1 | 2 | 9 | 4 | 2 | 2 | -14 | -5 | -7
CCC(=O)NC(=S)Nc1ccc(S(=O)(=O)NC(C)=O)cc1 | -5 | 5 | -11 | 3 | 4 | 1 | 2 | 23
CCOC(=O)N1CCN(C(=O)c2ccc3c(=O)n(CC4CCCO4)c(=S)[nH]c3c2)CC1 (configuration not stated) | -6 | 5 | 2 | 4 | -1 | -4 | -2 | 14
CCCN(CC(=O)Nc1ccccc1OC)C(=O)CSC(=S)N1CCCC1 | -1 | -7 | 7 | 12 | 12 | -10 | -7 | 16
COc1ccc([N+](=O)[O-])cc1NC(=O)COC(=O)c1ccc(O)cc1 | -3 | 3 | -10 | -8 | -6 | 9 | -1 | 1
O=c1cc(C(O)C[N+](=O)[O-])occ1OCc1ccccc1 (configuration not stated) | 13 | 32 | -1 | -6 | -2 | 0 | -3 | 6
Cc1ccc(-n2[nH]c(C)c(C=Nc3cc(C)ccn3)c2=O)cc1 | 4 | -2 | 6 | -6 | 16 | 2 | 2 | -6
CCOC(=O)N1CCC(NC(=O)c2cccc3c2C(=O)N(c2ccc(OC)cc2)C3)CC1 | 3 | -9 | 4 | -16 | 2 | 14 | 4 | 10
CCOC(=O)c1cc2c(n(-c3ccc(C)cc3)c1=O)CCCC2=O | 1 | -6 | -1 | 6 | 3 | 7 | -7 | 6
C[C@@H]1COC(=O)[C@H](NC(=O)OCC2c3ccccc3-c3ccccc32)C/C=C\C[C@@H](CC(=O)N[C@@H](CO)Cc2ccccc2)C(=O)N1 | -2 | 59* | 9 | 22 | 0 | -3 | 10 | 3
